LANA DNA inh = inhibitors of KSHV LANA C-terminal domain DNA binding. MBP-C-LANA/FAM-LBS DNA binding, fluorescence polarization. inhibition, % at 9 µM. 0.078% of 340,000 active. AID 504423;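 active = highest replicate inhibition at or above 60% at 9 µM, even if other replicates fall short; inactive = all replicates below 60% inhibition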;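 note: 0% = neutral control wells and 100% = 4 µM acridine orange control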
NSD2 HMT inh = blocks human histone methyltransferase NSD2; AID 743445; O96028; NSD2 peptide methylation, AlphaScreen, 120 min; inhibition, % at 12.5 µM; 0.54% of 310,000 active; in the data active = inhibition above about 50%
Cardiac RTF inh = cardiac RTF calcium desensitization. inhibition, % at 7.15 µM. IANBD-labeled cardiac RTF, Ca2+ fluorescence. P19429+P45379. 0.12% of 340,000 active. AID 493244;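 active = inhibition above the mean inhibition of all tested compounds plus 3 SD, cut at about 17% in these data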;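 note: assay run at fixed EC70 calcium of 1.6 mM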
Keap1-Nrf2 PPI = disrupts human Keap1 binding to Nrf2 peptide; Q14145; Keap1 Kelch-Nrf2 peptide fluorescence polarization, 1536-well; inhibition, % at 9.4 µM; 0.15% of 340,000 active; AID 504523; in the data active = inhibition above about 12%;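 note: human Keap1 Kelch domain with fluorescein labeled Nrf2 9mer peptide probe; 0% = neutral control wells and 100% = peptide positive control; higher means more block of Keap1 binding to Nrf2 peptide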
SR-BI DiI inh = inhibitors of mouse SR-BI mediated HDL lipid uptake | ldlA[mSR-BI] CHO cells, DiI-HDL uptake fluorescence, 3 h | 0.96% of 320,000 active | inhibition, % at 12.5 µM | AID 488896;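 active = mean replicate inhibition of at least 70% and a set share of replicates each scoring 70 or more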;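 note: 0% = median of neutral control wells and 100% = median of positive control wells; values of inactives mirror those of a sister screen read the other way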
Arrestin-AP2 inh = blocks beta-arrestin peptide binding to AP2 adaptin; inhibition, % at 10 µM; 0.31% of 340,000 active; AID 504490; FITC-arrestin peptide / GST-AP2 beads, flow cytometry; AP2 beta2 appendage carries R879A mutation;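 active = inhibition above a set limit, near 3 SD of compounds lacking own fluorescence, cut at about 54% in these data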;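 note: plate controls were DMSO wells for no effect and 5 µM unlabelled arrestin peptide for full effect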
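System: GST-AP2 R879A glutathione beads. Medium: PBS with 0.05% Tween 20 and 0.1% BSA. Also added: FITC-arrestin peptide, 50 nM. Incubation: 12 min plus 1 h, RT. Measured by: high-throughput flow cytometry of beads, ex 488, em 535 nm. Evaluation: percent drop in bead-associated FITC signal.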
PvdQ inh = blocks Pseudomonas aeruginosa PvdQ acylase activity; 0.063% of 340,000 active; purified PvdQ acylase, fluorescence plate reader; inhibition, % at 10 µM; in the data active = inhibition above about 30%, passing the limit was not always enough;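 note: 0% = vehicle neutral wells and 100% = reference inhibitor wells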
PKA-R2B activ = activates the human PKA-R2B holoenzyme complex; P22694+P31323; PKA-R2B holoenzyme dissociation, Cy5-IP20 fluorescence polarization; R2B truncated from residue 108, S112A mutant; 0% DMSO only, 100% 113 µM cGMP; activation, % at 11.4 µM; 0.079% of 340,000 active; AID 504700;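 active = activation above a cutoff set at the mean over all compounds plus 3 SD, cut at about 18% in these data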;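 note: higher means more holoenzyme dissociation and a rise in polarization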
Target sequence (P31323 whole entry, looked up, other chains not shown, the tested form may be a part): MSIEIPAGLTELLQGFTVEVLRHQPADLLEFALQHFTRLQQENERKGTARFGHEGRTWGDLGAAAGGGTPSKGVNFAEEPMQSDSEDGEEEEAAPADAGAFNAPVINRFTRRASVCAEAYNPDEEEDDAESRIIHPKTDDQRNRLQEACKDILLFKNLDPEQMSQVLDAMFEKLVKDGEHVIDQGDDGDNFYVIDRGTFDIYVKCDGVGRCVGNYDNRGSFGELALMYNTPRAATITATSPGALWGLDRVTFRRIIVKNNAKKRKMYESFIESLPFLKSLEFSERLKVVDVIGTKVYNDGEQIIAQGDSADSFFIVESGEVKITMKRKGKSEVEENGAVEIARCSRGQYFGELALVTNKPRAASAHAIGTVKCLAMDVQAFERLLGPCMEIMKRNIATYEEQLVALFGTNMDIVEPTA
SR-BI DiI-HDL act = enhances SR-BI lipid uptake from DiI-HDL; CHO ldlA[mSR-BI] cells, DiI-HDL uptake fluorescence, 3 h; 100 = double the neutral-control signal; activation, % at 12.5 µM; 0.096% of 320,000 active;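 active = mean replicate activation of at least 60% and every replicate at or above 60%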;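 note: 0% = median plate neutral-control signal and 100% = twice that signal; values of inactives mirror those of a sister screen read the other way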
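Assay system: CHO ldlA[mSR-BI] cells, LDL receptor-null, SR-BI overexpressing; medium: Ham's F12 with 0.5% BSA, HEPES 25 mM, pH 7.4; also added: DiI-HDL 10 µg/mL; timing: 3 h uptake period with compound, 37 °C; signal: DiI fluorescence, bottom read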
DAGLB inhibitor = diacylglycerol lipase beta (human) inhibition | inhibition, % at 5.17 µM | 0.059% of 340,000 active | Q8NCG7 | HEK293T DAGLB membrane lysate, EnzChek fluorogenic substrate; in the data active = inhibition above about 34%;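 note: 0% = enzyme with vehicle and 100% = wells lacking enzyme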
Target sequence (Q8NCG7 whole entry, looked up): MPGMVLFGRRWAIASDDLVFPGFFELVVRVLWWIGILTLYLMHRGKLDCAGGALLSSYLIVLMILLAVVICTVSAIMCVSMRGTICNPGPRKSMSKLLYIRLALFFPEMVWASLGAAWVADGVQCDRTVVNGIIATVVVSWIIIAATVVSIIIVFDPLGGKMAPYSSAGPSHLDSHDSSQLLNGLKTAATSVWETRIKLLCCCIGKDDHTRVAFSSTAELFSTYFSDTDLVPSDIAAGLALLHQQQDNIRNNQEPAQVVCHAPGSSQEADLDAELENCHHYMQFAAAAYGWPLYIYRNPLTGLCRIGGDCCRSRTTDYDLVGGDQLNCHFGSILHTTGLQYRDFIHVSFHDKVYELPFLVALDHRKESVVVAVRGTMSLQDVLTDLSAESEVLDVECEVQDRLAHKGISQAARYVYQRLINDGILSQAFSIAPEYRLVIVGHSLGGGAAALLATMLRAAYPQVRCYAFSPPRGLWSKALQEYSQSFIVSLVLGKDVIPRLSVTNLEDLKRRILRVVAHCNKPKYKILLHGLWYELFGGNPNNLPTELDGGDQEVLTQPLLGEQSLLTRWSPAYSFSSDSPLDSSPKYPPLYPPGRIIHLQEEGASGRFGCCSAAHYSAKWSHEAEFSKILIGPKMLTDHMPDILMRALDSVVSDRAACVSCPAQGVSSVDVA
The depositor's hits bear a star; · = no result given.

SMILES	LANA DNA inh	NSD2 HMT inh	Cardiac RTF inh	Keap1-Nrf2 PPI	SR-BI DiI inh	Arrestin-AP2 inh	PvdQ inh	PKA-R2B activ	SR-BI DiI-HDL act	DAGLB inhibitor
CCOC(=O)c1ccc(-n2c(C)ccc2C)cc1	-3.9	-1	5	-2	11	-11	5	1	-11	1
O=C(CCCn1ncn2c(cc3occc32)c1=O)N1CCc2ccccc2C1	1.4	1	0	-3	-38	3	12	-7	38	2
COc1cccc2c1OCC/C2=N\NC(=O)COc1ccc(C)cc1	0.0	-2	-3	-2	-29	-22	-8	-15	29	-2
O=C(CSc1nc2cccnc2n1Cc1ccccc1)N1CCCC1	0.5	1	-2	-1	0	4	-1	2	0	-4
OCCC1CN(Cc2ccc3nsnc3c2)CCN1C1CCCC1 (centres undefined)	-1.3	0	-5	-10	4	2	-14	2	-4	1
CCCCNC(=O)C1Cc2cc(S(=O)(=O)N3CCCC3)ccc2N1C(C)=O (centres undefined)	-2.4	2	-8	-2	-17	9	-8	-2	·	1
CC1(C)CC(=O)C2=C(C1)OC(N)=C(C#N)C2c1cn(-c2ccccc2)nc1-c1ccc(F)cc1 (centres undefined)	0.2	-5	-11	-3	-36	-2	-7	-17	36	2
NC(=O)c1nsc(C(=O)N(CC(=O)NC2CCCCC2)Cc2ccc(F)cc2)c1N	-0.2	-3	-12	-1	-7	33	2	-8	7	1
Oc1ccc(-c2[nH]ncc2-c2ccc(Br)cc2)c(O)c1	-0.4	-1	0	-2	21	4	0	1	-21	1
CCC(NC(=O)Nn1cnnc1)(C(F)(F)F)C(F)(F)F	-0.2	-6	4	0	-7	16	-10	1	7	0
Cc1ccc(NC(=O)C(C)OC(=O)C2CC3CCCC(C2)C3=O)cc1S(=O)(=O)N1CCOCC1 (centres undefined)	-1.1	0	-2	1	2	-13	-11	-9	-2	-2
N/C(=N\OC(=O)Cc1ccccc1)c1ccccn1	1.1	4	6	3	-3	5	-8	4	3	0
NC(=O)C1CCN(c2ccc(S(=O)(=O)N3CCCCC3)cc2[N+](=O)[O-])CC1	-0.1	-36	-3	-6	6	3	0	3	-6	7
CCCCn1c(N)c(N(CCOC)C(=O)c2ccc(Cl)c(S(=O)(=O)N3CCCC3)c2)c(=O)[nH]c1=O	0.5	-3	-3	-5	-4	-3	-18	12	4	-1
O=C(COc1ccccc1)N1CCN(C(=O)c2cccc(F)c2)CC1	-1.1	·	-4	-5	-17	5	-15	0	17	-4
O=C(NC(=S)NC1CCSC1=O)c1ccccc1F (centres undefined)	1.6	-3	-14	-1	-23	-1	-10	5	23	-3
O=C(Nc1ccc([N+](=O)[O-])cn1)C1CC2CCC1C2 (centres undefined)	-2.9	2	-6	4	-7	1	-11	-5	7	-1
COC(=O)c1ccc(Cl)c(NC(=O)Cc2ccccc2[N+](=O)[O-])c1	0.4	-2	6	-4	-1	-4	-14	-8	1	-3
COc1ccc(CCN2C(=S)N(c3ccccc3)C(=O)C2CC(=O)O)cc1OC (centres undefined)	1.9	-1	-9	-1	·	8	-16	9	·	1
C[C@H](NC(=O)c1[nH]cnc1C(=O)Nc1ccc(CNC(=O)OC(C)(C)C)cc1)C(=O)OC(C)(C)C	1.1	·	-8	-4	29	-1	-8	-10	-29	-3
O=C(NC(=S)Nc1ccccc1)c1cc([N+](=O)[O-])ccc1N1CCOCC1	-1.4	1	-7	-3	59	1	-16	16	-59	0
Cc1cccc(C)c1NC(=O)COC(=O)[C@@H]1CCCN1C(=O)c1cccs1	3.3	0	-8	1	-19	-15	-7	-5	19	1
CC(=O)N1c2ccc(S(=O)(=O)NCCC(=O)Nc3ccc(OC(F)(F)F)cc3)cc2CC1C (centres undefined)	-0.3	46	1	-1	-3	-1	-9	-5	3	0
O=C(COC(=O)c1ccc[nH]c1=O)NCCc1ccc(F)cc1	0.1	1	1	0	-30	26	1	-4	30	-3
COc1ccc(NS(=O)(=O)c2cccc(C(=O)NCC3(N(C)C)CCCCC3)c2)cc1	·	1	5	·	-11	55*	0	-8	11	-2
CN(c1ccccc1)S(=O)(=O)CS(=O)(=O)N(C)c1ccccc1	0.0	0	1	0	-16	42	5	-4	16	-5
Cc1ccccc1OCCC(=O)OCC(=O)c1c(N)n(CC(C)C)c(=O)n(C)c1=O	0.1	-4	-10	-1	38	16	-4	8	-38	-4
COc1ccccc1NC(=S)N/N=C1\CC(C)(C)Oc2ccc(O)cc21	1.6	-3	2	3	51	4	-2	-7	-51	0
COc1c2c(c(OC)c3c1c(=O)c1ccccc1n3C)OCO2	-0.5	-6	-9	1	12	-8	0	-12	-12	0
COc1ccccc1CCCNC(=O)C1CCC(=O)N(CCCN2CCCC2=O)C1 (centres undefined)	-1.9	-2	-9	0	0	2	-18	6	0	-2
CCCCC(=O)Nc1nn(C)c2nc3c(C)cccc3cc12	-0.5	-2	-4	-2	11	10	-12	7	-11	-1
Cc1ccc(NC(=O)CSCC(=O)OC(C)C(=O)Nc2ccc(S(N)(=O)=O)cc2)c(C)c1 (centres undefined)	0.4	1	-2	2	-5	10	0	-10	5	-2
Cc1cnc(C(=O)NCc2ccc(F)cc2)cn1	0.6	-1	-7	-2	-11	-4	-13	-16	11	-1
Cc1ccc(NC(=O)C/C(N)=N/OC(=O)c2ccccc2)cc1	1.0	-2	-14	-9	-5	7	-16	3	5	-2
COC(=O)c1cn(CC(=O)N2C(C)CCCC2C)c2ccccc12 (centres undefined)	0.5	1	-6	-2	-8	0	-12	-4	8	-2
Cc1ccc2nc(/C(C#N)=C/c3ccc(O)c(O)c3)[nH]c2c1	-0.6	94*	-11	-8	8	8	7	-13	-8	23
COCCN(Cc1ccc(F)cc1)C(=O)c1cc2ccccc2oc1=O	-2.8	-1	-1	-2	-30	-13	-4	-5	30	0
CC(C)CCNC(=O)C1CCN(c2nc3ccccc3o2)CC1	-1.3	0	3	2	-3	31	5	0	3	0
O=C1CN(C(=O)c2cc([N+](=O)[O-])ccc2Cl)C(c2ccccc2)c2cc(F)ccc2N1 (centres undefined)	0.1	30	6	1	-1	4	1	-2	1	1
COc1ccc(Cl)cc1NC(=O)CN(C)C(=O)Cn1[nH]c(=O)c2ccccc2c1=O	1.3	1	-4	-1	19	28	2	4	-19	-1
COc1cccc(-c2cc3c(-n4cccc4)ncnc3o2)c1	0.3	3	2	-2	4	2	-17	-5	-4	-16
Nn1c(-c2ccccn2)nnc1-c1ccccn1	1.2	-4	-1	-5	-11	25	7	-13	11	1
CC(=O)NC1=NN(c2ccccc2)C(=O)C1	1.7	-3	5	-5	-28	4	-10	6	28	4
C=CCNc1oc(-c2cccc3ccccc23)nc1C#N	0.1	0	-1	-3	14	-3	-26	-10	-14	-1
CC1Oc2ccccc2N(CC(=O)N2CCCCC2)C1=O (centres undefined)	-3.7	-8	-33	1	·	-14	-21	2	·	1
Clc1ccccc1-c1nc2ccccc2c2nc3ccccc3n12	1.8	33	3	-2	8	4	-13	2	-8	-6
O=C(NCC(c1ccco1)N1CCCC1)c1cc(=O)[nH]c2ccccc12 (centres undefined)	-0.3	0	2	-5	-20	-4	-13	4	20	1
COc1ccc(C)c2sc(=NC(=O)C(C)C)n(C)c12	-0.1	·	-3	-3	10	-7	-7	5	-10	1
Cc1cc(NC(=O)CSc2nc(-c3ccccc3)cs2)no1	-0.2	1	1	-2	-10	-12	-19	-3	10	-2
CCOc1ccc(S(=O)(=O)NCc2ccco2)c2ccccc12	1.5	5	-3	-7	2	8	7	-7	-2	0
Cc1cc(C)c(C#N)c(SCc2ccccc2C(=O)O)n1	-0.1	0	-9	-2	-14	-1	-4	-14	14	-1
COC(=O)c1[nH]c2cc(OC)c(OC)cc2c1NC(=O)Oc1ccccc1	3.2	0	-4	-4	-14	1	-12	12	14	1
COc1ccc(NC(=O)CCNC(=O)Cn2ccc3ccccc3c2=O)cc1OC	-0.1	·	-22	0	-16	-8	-8	-2	16	-1
CCOc1ccc(-c2c(C(=O)N/N=C/c3ccc(C)s3)nnn2-c2nonc2N)cc1	-2.3	15	0	1	66	3	5	-14	-66	1
CCOC(=O)C(C)(C)N(Cc1ccccc1C)S(=O)(=O)c1ccc(Cl)c([N+](=O)[O-])c1	0.1	26	5	27*	-11	-23	-2	-12	11	-15
Cc1ccc(/C=C2/Sc3ccc(C(=O)NCCN4CCOCC4)cc3NC2=O)cc1	1.5	26	0	-5	-1	-2	-7	-7	1	-2
Cn1c(=O)c(=O)n(C)c2cc(N3CCCCC3)c(NS(=O)(=O)c3ccc([N+](=O)[O-])cc3)cc21	-3.4	6	-9	-2	-8	5	9	2	8	4
COc1ccc(-c2cc(CCC(=O)N3CCN(c4cc(C)ccc4C)CC3)on2)cc1	-0.8	·	0	-1	2	39	-3	-2	-2	-6
COc1cccc(NC(=O)C2CCN(S(=O)(=O)c3ccc4c(c3)CC(C)N4C(C)=O)CC2)c1 (centres undefined)	-0.8	0	-7	-2	25	-8	-15	-7	-25	-2
CC(=O)c1c(C)oc2c1cc(O)c1ccccc12	-0.7	·	-2	-1	·	10	-10	-10	·	2

2 records picked at random from the list so far:
SMILES	LANA DNA inh	NSD2 HMT inh	Cardiac RTF inh	Keap1-Nrf2 PPI	SR-BI DiI inh	Arrestin-AP2 inh	PvdQ inh	PKA-R2B activ	SR-BI DiI-HDL act	DAGLB inhibitor
COc1ccc(NC(=O)CCNC(=O)Cn2ccc3ccccc3c2=O)cc1OC	-0.1	·	-22	0	-16	-8	-8	-2	16	-1
CC1Oc2ccccc2N(CC(=O)N2CCCCC2)C1=O (centres undefined)	-3.7	-8	-33	1	·	-14	-21	2	·	1

Going on with the list.
SMILES	LANA DNA inh	NSD2 HMT inh	Cardiac RTF inh	Keap1-Nrf2 PPI	SR-BI DiI inh	Arrestin-AP2 inh	PvdQ inh	PKA-R2B activ	SR-BI DiI-HDL act	DAGLB inhibitor
CCn1c(=O)c2ccccc2n(Cc2cccc([N+](=O)[O-])c2)c1=O	1.7	-2	5	-2	9	20	0	-4	-9	4
CCOC(=O)c1cc(C#N)c(N2CCNCC2)nc1C(F)(F)F	0.7	·	-7	1	2	25	-8	8	-2	-2
Cc1nc(SCc2nc3ccc([N+](=O)[O-])cc3[nH]2)c2oc3ccccc3c2n1	5.0	·	4	2	-6	-5	13	-7	6	1
Cc1cccc(NC(=S)NCCc2ccccn2)c1	0.5	-2	·	1	7	-7	-6	·	-7	·

Only Arrestin-AP2 inh, SR-BI DiI-HDL act and DAGLB inhibitor, for 3 of the compounds above:
| SMILES | Arrestin-AP2 inh | SR-BI DiI-HDL act | DAGLB inhibitor |
| --- | --- | --- | --- |
| Cc1cccc(NC(=S)NCCc2ccccn2)c1 | -7 | -7 | · |
| CCn1c(=O)c2ccccc2n(Cc2cccc([N+](=O)[O-])c2)c1=O | 20 | -9 | 4 |
| Cc1nc(SCc2nc3ccc([N+](=O)[O-])cc3[nH]2)c2oc3ccccc3c2n1 | -5 | 6 | 1 |

Screens (PubChem)
